CHT allo act = CHT positive allosteric modulators, primary screen, cell-based, membrane potential dye, choline EC20; B-score at 10 µM; CHT-expressing cells; stronger effect = higher value; LV-AA mutant CHT in HEK293 cells; AID 488977, 2010; actives 0.49% (n = 310,000); High affinity choline transporter 1 (Homo sapiens), Q9GZV3;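 active = initial fluorescence not abnormally high and integrated response B-score, plate-corrected, over 3 SD above library mean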
Target sequence (Q9GZV3 whole entry, looked up): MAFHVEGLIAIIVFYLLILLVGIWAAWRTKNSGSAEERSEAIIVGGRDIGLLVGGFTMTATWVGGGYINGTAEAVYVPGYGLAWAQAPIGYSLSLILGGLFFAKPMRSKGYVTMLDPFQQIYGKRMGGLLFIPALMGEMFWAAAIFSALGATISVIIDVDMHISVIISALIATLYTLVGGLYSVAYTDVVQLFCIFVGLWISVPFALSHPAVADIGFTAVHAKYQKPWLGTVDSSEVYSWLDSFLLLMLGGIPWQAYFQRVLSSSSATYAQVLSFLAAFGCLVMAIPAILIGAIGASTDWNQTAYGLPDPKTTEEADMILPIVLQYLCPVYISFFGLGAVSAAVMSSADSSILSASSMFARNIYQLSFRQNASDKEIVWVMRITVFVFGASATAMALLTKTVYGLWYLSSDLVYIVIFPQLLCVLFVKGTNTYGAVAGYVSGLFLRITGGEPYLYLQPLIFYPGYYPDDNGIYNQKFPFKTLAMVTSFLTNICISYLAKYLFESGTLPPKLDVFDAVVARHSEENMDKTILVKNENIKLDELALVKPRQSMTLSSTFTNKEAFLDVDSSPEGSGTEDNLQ
CHT block = inhibitors of human choline transporter CHT | High affinity choline transporter 1 (Homo sapiens), Q9GZV3 | CHT-expressing cells, membrane potential dye, choline response; stronger effect = lower value | B-score at 10 µM | actives 0.86% (n = 310,000) | AID 488975, 2010;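 active = B-score over 3 SD under the library average, and starting fluorescence ratio not unusually high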;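 note: choline stimulus applied at its EC90 after an EC20 pre-addition; B-score computed on integrated fluorescence ratio after choline addition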
* hit, by the source's call.

How did Cc1ccc2c(C)c(C(=O)N3CCN(c4ccncc4)CC3)oc2c1C do in these assays?
CHT allo act: inactive; CHT block: inactive

Results for O=C(O)CN1C(=O)Nc2ccc(Br)cc2C1c1ccccc1 (stereo not given) ?
CHT allo act: inactive; CHT block: inactive

Results for O=C1[C@H]2CC3C=CC2(O3)[C@@H]2OCCCN12 (stereo not given in full) ?
CHT allo act: inactive; CHT block: inactive

Results for COc1ccc(CN2CCNC(=O)C2CC(=O)NC2CCCC2)cc1OC (stereo not given) ?
CHT allo act: inactive; CHT block: inactive

What do the screens show for `O=C(CCCn1c(=S)[nH]c2ccccc2c1=O)N1CCCCC1`?
CHT allo act: inactive; CHT block: inactive

How did CCCC(C)n1[nH]c(=O)c2c(C)cc(C)nc21 (stereo not given) do in these assays?
CHT allo act: inactive; CHT block: inactive

Results for Cc1ccc(NC(=O)CN(C)C(=O)CCOc2cccc(C)c2)cc1 ?
CHT allo act: inactive; CHT block: inactive

How did CC1(C)CC(CC(=O)O)(c2ccccc2)CCO1 (stereo not given) do in these assays?
CHT allo act: inactive; CHT block: inactive

What do the screens show for `C#CC(=O)N(c1cc(OC)ccc1OC)C(C(=O)NC1CCCC1)c1cccs1` (stereo not given)?
CHT allo act: inactive; CHT block: inactive

What do the screens show for `Cc1ccc(C)c(OCc2nc(-c3cccnc3)no2)c1`?
CHT allo act: inactive; CHT block: inactive

What do the screens show for `Cc1cc(OCC(=O)NCCN2CCOCC2)cc(C)c1Cl`?
CHT allo act: inactive; CHT block: inactive

Results for CO/N=C\Cc1oc(=O)c(NC(=O)c2ccccc2)cc1C(=O)OC ?
CHT allo act: inactive; CHT block: inactive

What do the screens show for `Cc1c(OCC(=O)NCC2CCC(C(=O)NCCCO)CC2)ccc2c(-c3ccccc3)cc(=O)oc12` (stereo not given)?
CHT allo act: inactive; CHT block: inactive

What do the screens show for `COC(=O)c1ccc(OCC(O)CN2CCOCC2)cc1` (stereo not given)?
CHT allo act: inactive; CHT block: inactive

How did O=C(CCc1c[nH]c2ccccc12)OCc1cccc(C(F)(F)F)c1 do in these assays?
CHT allo act: inactive; CHT block: inactive

What do the screens show for `O=C(Cc1ccsc1)NCC(=O)Nc1ccc(F)c(F)c1`?
CHT allo act: inactive; CHT block: inactive

Results for COc1ccc(-c2cc(C(F)(F)F)nc(SCC(=O)Nc3cc(C)on3)n2)cc1 ?
CHT allo act: inactive; CHT block: inactive

What do the screens show for `Cc1ccc(/C=N/n2c(C3CCCCC3)n[nH]c2=S)cc1`?
CHT allo act: inactive; CHT block: inactive

Results for O=C(CCCn1c(=S)[nH]c2ccsc2c1=O)Nc1ccc2c(c1)OCO2 ?
CHT allo act: inactive; CHT block: inactive

Results for Cc1cc(C)nc(SCC(=O)N2CCCCC2)n1 ?
CHT allo act: inactive; CHT block: inactive

What do the screens show for `CCCCC(=O)N(Cc1ccc(F)cc1)C1CCS(=O)(=O)C1` (stereo not given)?
CHT allo act: inactive; CHT block: inactive

How did CCOc1ccc(C(O)Cc2nc3ccccc3n2C)cc1 (stereo not given) do in these assays?
CHT allo act: inactive; CHT block: inactive

How did COc1ccc2cc3c(N)nn(C(=O)C4CCC(C(C)(C)C)CC4)c3nc2c1 (stereo not given) do in these assays?
CHT allo act: inactive; CHT block: inactive

How did Cc1cc(C)cc(NC(=O)CSc2nnc(-c3ccc(S(=O)(=O)N4CCCC4)cc3)o2)c1 do in these assays?
CHT allo act: inactive; CHT block: inactive

What do the screens show for `CC(C)(C)C(=O)c1no[n+]([O-])c1/C(=N/O)C(C)(C)C`?
CHT allo act: inactive; CHT block: inactive

Results for CN1CCN(CCCCOc2ccccc2C=O)CC1 ?
CHT allo act: inactive; CHT block: inactive

Results for CN(C)c1ccc(C2N(C(=O)N3CCOCC3)CCN2S(=O)(=O)c2ccccc2)cc1 (stereo not given) ?
CHT allo act: inactive; CHT block: inactive

Results for CC(=O)c1c(C)[nH]c(C(=O)NC(C)c2ccccc2)c1C (stereo not given) ?
CHT allo act: inactive; CHT block: inactive

Results for CN(C)S(=O)(=O)c1cccc(C(=O)NCC2CCCO2)c1 (stereo not given) ?
CHT allo act: inactive; CHT block: inactive

Results for COc1ccc(NS(=O)(=O)c2cc(NC(=O)c3ccc(=O)[nH]c3)ccc2N2CCOCC2)cc1 ?
CHT allo act: inactive; CHT block: inactive

What do the screens show for `COc1ccccc1OCCCn1cc(C#N)c2ccccc21`?
CHT allo act: inactive; CHT block: inactive

What do the screens show for `Cc1cc(C)cc(C(=O)NC(CC(N)=O)c2ccc(NC3CCCCCCC3)c([N+](=O)[O-])c2)c1` (stereo not given)?
CHT allo act: inactive; CHT block: inactive

What do the screens show for `CCOC(=O)c1sc(NC(=O)C2CC(=O)N(c3ccccc3C)C2)nc1C` (stereo not given)?
CHT allo act: inactive; CHT block: inactive

Results for CC(C)Oc1ccc(C2CCC(=O)NC2=O)cc1 (stereo not given) ?
CHT allo act: inactive; CHT block: inactive

How did CCOc1ccc(NC(=O)CN(C)C(=O)c2ccc(C)o2)cc1OCC do in these assays?
CHT allo act: inactive; CHT block: inactive

What do the screens show for `O=C(CN1CCN(c2ccccc2O)CC1)Nc1ccc2c(c1)CCC2`?
CHT allo act: inactive; CHT block: inactive

What do the screens show for `COc1ccc(-n2ccc3ccccc32)cc1`?
CHT allo act: inactive; CHT block: inactive

Results for Cc1cc(C)n(C2CC(=O)N(c3ccc(Cl)c(Cl)c3)C2=O)n1 (stereo not given) ?
CHT allo act: inactive; CHT block: inactive

How did COc1cc(NC(=O)COc2ccc(Cl)cc2)ccc1NC(=O)C(C)C do in these assays?
CHT allo act: inactive; CHT block: inactive

Results for O=C(CN1C(=O)NC2(CCCC2)C1=O)Nc1ccc(F)cc1 ?
CHT allo act: inactive; CHT block: inactive

How did Cc1ccsc1C1C(C#N)=C(N)N(N(C)C)C2=C1C(=O)CCC2 (stereo not given) do in these assays?
CHT allo act: inactive; CHT block: inactive

Results for Cc1ccc(NC(=O)CCCNC(=O)c2ccc(Cl)cc2)c(Br)c1 ?
CHT allo act: inactive; CHT block: inactive

How did COc1ccc(N2C(=O)C(Cl)=C(N3CCCC(C)C3)C2=O)cc1 (stereo not given) do in these assays?
CHT allo act: inactive; CHT block: inactive

How did C=CCNC(=O)/C(C#N)=C/c1ccccc1[N+](=O)[O-] do in these assays?
CHT allo act: inactive; CHT block: inactive

How did COc1ccc(C(C(=O)NC2CCCC2)N(CCN2CCOCC2)C(=O)c2ccc(OC)c(OC)c2)cc1 (stereo not given) do in these assays?
CHT allo act: inactive; CHT block: inactive

How did O=C(O)c1cc2c(cc1Cl)N1CCCCCC1=NS2(=O)=O do in these assays?
CHT allo act: inactive; CHT block: inactive

Results for COC(=O)C1CCN(C(=O)c2c(-c3ccccc3Cl)noc2C)CC1 ?
CHT allo act: inactive; CHT block: inactive

Results for COc1ccc2ccccc2c1CNCCN1CCOCC1 ?
CHT allo act: inactive; CHT block: inactive

How did COc1ccc(C(=O)NCc2nnc(SCC(=O)N3CCC(C)CC3)o2)cc1 do in these assays?
CHT allo act: inactive; CHT block: inactive

How did O=C(O)C1CC1(c1ccccc1)c1ccccc1 (stereo not given) do in these assays?
CHT allo act: inactive; CHT block: inactive

What do the screens show for `Cc1ccc(C(=O)NC2CC(C)(C)NC(C)(C)C2)cc1`?
CHT allo act: inactive; CHT block: inactive

What do the screens show for `N#C/C(=C\c1ccc(OCc2ccccc2)cc1)C(=O)Nc1nc2c(s1)CCN(Cc1ccccc1)C2`?
CHT allo act: inactive; CHT block: inactive

How did CC(C)C(=O)Nc1c(C(=O)c2ccc(F)cc2)oc2ccccc12 do in these assays?
CHT allo act: inactive; CHT block: inactive

Results for Cc1cc2ccccc2n1CCNC(=O)C1CCCCC1 ?
CHT allo act: inactive; CHT block: inactive

Results for CC(C)C(=O)Nc1cccc(S(=O)(=O)c2cccc(NC(=O)C(C)C)c2)c1 ?
CHT allo act: inactive; CHT block: inactive

How did COc1ccc(-n2cnnc2SCC(=O)Nc2cc(S(=O)(=O)N3CCCCC3)ccc2C)cc1 do in these assays?
CHT allo act: inactive; CHT block: -5.3*

Results for Cc1cccc(C)c1Nc1nnc(SC/C(O)=C(\C#N)c2nc3ccccc3[nH]2)s1 ?
CHT allo act: inactive; CHT block: inactive

Results for Cc1ccccc1C(=O)NNC(=O)c1ccc(Br)cc1 ?
CHT allo act: inactive; CHT block: inactive

Results for COc1cccc(-n2cc(CN(C)Cc3nc(Cc4cccc(F)c4)no3)cn2)c1 ?
CHT allo act: inactive; CHT block: inactive

How did COCCNc1nc2c(c(=O)n(C)c(=O)n2C)n1Cc1cccc(C(F)(F)F)c1 do in these assays?
CHT allo act: inactive; CHT block: inactive

Results for Cc1ccc2nsnc2c1NC(=O)COc1ccccc1 ?
CHT allo act: inactive; CHT block: inactive

Results for Cc1nn(CC(=O)Nc2ccc(Cl)cn2)c(C)c1[N+](=O)[O-] ?
CHT allo act: inactive; CHT block: inactive

How did Cn1c(Oc2ccc(F)cc2)c(C=O)c2ccccc21 do in these assays?
CHT allo act: inactive; CHT block: inactive

What do the screens show for `COc1ccc(NC(=O)CN2C(=O)COc3ccc(S(=O)(=O)N4CCOCC4)cc32)cc1`?
CHT allo act: inactive; CHT block: inactive

What do the screens show for `CC1Sc2ccc(S(=O)(=O)CCC(=O)N3CCN(c4ccccc4F)CC3)cc2NC1=O` (stereo not given)?
CHT allo act: inactive; CHT block: inactive

How did CCCCCCCCCCOC(=O)Cn1c(COc2ccccc2C)[n+](C)c2ccccc21 do in these assays?
CHT allo act: 14*; CHT block: inactive

How did O=C(NC1CCCCNC1=O)c1ccccc1 (stereo not given) do in these assays?
CHT allo act: inactive; CHT block: inactive

How did Cc1c(C)c(C)c(S(=O)(=O)N2CCSCC2)c(C)c1C do in these assays?
CHT allo act: inactive; CHT block: inactive

What do the screens show for `COc1ccnc(Oc2ccc(C)cc2C)c1C#N`?
CHT allo act: inactive; CHT block: inactive

How did CCC(=O)Nc1ccc(C(=O)Cn2ncc(Cl)c(Cl)c2=O)cc1 do in these assays?
CHT allo act: inactive; CHT block: inactive

How did O=C(C1CCN(S(=O)(=O)c2cccs2)CC1)N1CCN(Cc2ccccc2)CC1 do in these assays?
CHT allo act: inactive; CHT block: inactive

How did COc1ccc(NC(=O)CN(C)C(=O)c2cc(S(=O)(=O)N(C)C)ccc2N2CCCC2)cc1 do in these assays?
CHT allo act: inactive; CHT block: inactive

What do the screens show for `NC(=O)COn1c(SCC(N)=O)nc2ccccc2c1=O`?
CHT allo act: inactive; CHT block: inactive

How did CC(=O)NC12CC3CC(C1)CC(C(=O)N1CCN(S(=O)(=O)c4ccc(Cl)s4)CC1)(C3)C2 do in these assays?
CHT allo act: inactive; CHT block: inactive

How did N#CCCSc1ccccc1NC(=O)c1cc(=O)c2ccccc2o1 do in these assays?
CHT allo act: inactive; CHT block: inactive

What do the screens show for `CCOc1ccc(-c2n[nH]c(=S)o2)cc1`?
CHT allo act: inactive; CHT block: inactive

How did COc1cc(/C=C/C(=O)OCC(=O)Nc2sc3c(c2C#N)CCC(C)C3)ccc1OCC#N (stereo not given) do in these assays?
CHT allo act: inactive; CHT block: inactive

How did O=C(c1ccc(Cl)cc1)C1CCCN(C(=O)c2csnn2)C1 (stereo not given) do in these assays?
CHT allo act: inactive; CHT block: inactive

Results for CCC(C)C(NC(=O)C(C)NC(=O)CNC(=O)OC(C)(C)C)C(N)=O (stereo not given) ?
CHT allo act: inactive; CHT block: inactive

What do the screens show for `CC1CCN(C(=O)C(=O)Nc2sc3c(c2C(N)=O)CC(C)(C)OC3)CC1`?
CHT allo act: inactive; CHT block: inactive

What do the screens show for `O=C(/C=C/c1cccc(F)c1)NCCCn1ccnc1`?
CHT allo act: inactive; CHT block: inactive

How did Nc1nc(SCC(=O)NCCO)nc2sc3c(c12)CCCC3 do in these assays?
CHT allo act: inactive; CHT block: inactive

How did CCn1nnnc1SCC(=O)N1CCc2ccccc21 do in these assays?
CHT allo act: inactive; CHT block: inactive

Compound activity from PubChem BioAssay.
